Screening data as filed in PubChem BioAssay.
LAP4-GFP MLPCN: modulators of LAP4-GFP expression in yeast, primary screen, S. cerevisiae, multiplex flow cytometry, MLPCN library; AID 2023, 2009; hit rate 0.34% among 320,000; 3 h; median GFP as percent of DMSO wells; GFP response vs DMSO, % at 10 µM;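 active = GFP response vs DMSO above a set limit, about the screen mean plus 3 SD, cut at about 150% in these data; inconclusive = under 70 cell events counted for the yeast strain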
CR mimetic SO: reduction of superoxide in aged yeast, primary screen, HTS; S. cerevisiae aged cells, superoxide DHE fluorescence; active compounds read low; superoxide response (% of plate mean), % at 10 µM; hit rate 0.18% among 330,000; AID 2690, 2010;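 active = superoxide response under a set limit, about three screen SD below normal, cut at about 65% in these data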;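 also: yeast aged for seven days with compound at 30 °C before DHE staining; 100% = average MFI of all compound-treated wells on the plate with controls excluded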
MEP2 TOR yeast: modulators of MEP2-GFP levels in yeast, primary screen, S. cerevisiae, multiplex flow cytometry, MLPCN library; S. cerevisiae MEP2-GFP strain, 3 h; 100% = DMSO control level; GFP response vs DMSO, % at 10 µM; hit rate 0.51% among 330,000; AID 2016, 2009;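 active = GFP response versus DMSO above a set limit, roughly screen mean plus 3 SD, cut at about 180% in these data; inconclusive = fewer than 70 cells counted for a yeast strain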;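 also: median GFP fluorescence of the barcode-gated MEP2-GFP cells per well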
RPL19A-GFP yeast: RPL19A-GFP expression modulators in yeast, primary screen, cell-based, S. cerevisiae, multiplex flow cytometry, MLPCN. S. cerevisiae RPL19A-GFP strain, 3 h; active compounds read low. percent response vs DMSO, % at 10 µM. hit rate 0.3% among 330,000. AID 2025, 2009;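 active = percent response vs DMSO below 50%; inconclusive = fewer than 70 events counted for the yeast strain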;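 also: median channel GFP fluorescence of the barcoded RPL19A-GFP strain; ratio of sample median GFP to plate DMSO average so 100% = DMSO; lower means less RPL19A-GFP as with rapamycin TOR inhibition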
Efflux pump inh: inhibitors of Candida efflux pumps in yeast, primary screen, S. cerevisiae, Nile Red, multiplex. AID 485275, 2010. hit rate 0.44% among 330,000. S. cerevisiae Candida pump triplex. inhibition, % at 10 µM;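 active = plate passing quality check with inhibition over a set limit, or well fluorescence over plate mean plus 4 SD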;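 also: Nile Red retained in pooled yeast measured as flow cytometry median fluorescence; 0% = buffer negative control and 100% = Enniatin B positive control; higher means more Nile Red kept so more efflux inhibition; some compounds called inactive have numbers as strong as hits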
AHR activator: AHR activators, primary screen, cell-based, luminescence, luciferase reporter, human | Aryl hydrocarbon receptor (Homo sapiens), P35869 | AHR-responsive luciferase reporter cells | activation, % at 5 µM | hit rate 2.5% among 320,000; in the data active = activation above about 47%;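 also: 0% = vehicle wells and 100% = reference agonist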
Target sequence (P35869 whole entry, looked up): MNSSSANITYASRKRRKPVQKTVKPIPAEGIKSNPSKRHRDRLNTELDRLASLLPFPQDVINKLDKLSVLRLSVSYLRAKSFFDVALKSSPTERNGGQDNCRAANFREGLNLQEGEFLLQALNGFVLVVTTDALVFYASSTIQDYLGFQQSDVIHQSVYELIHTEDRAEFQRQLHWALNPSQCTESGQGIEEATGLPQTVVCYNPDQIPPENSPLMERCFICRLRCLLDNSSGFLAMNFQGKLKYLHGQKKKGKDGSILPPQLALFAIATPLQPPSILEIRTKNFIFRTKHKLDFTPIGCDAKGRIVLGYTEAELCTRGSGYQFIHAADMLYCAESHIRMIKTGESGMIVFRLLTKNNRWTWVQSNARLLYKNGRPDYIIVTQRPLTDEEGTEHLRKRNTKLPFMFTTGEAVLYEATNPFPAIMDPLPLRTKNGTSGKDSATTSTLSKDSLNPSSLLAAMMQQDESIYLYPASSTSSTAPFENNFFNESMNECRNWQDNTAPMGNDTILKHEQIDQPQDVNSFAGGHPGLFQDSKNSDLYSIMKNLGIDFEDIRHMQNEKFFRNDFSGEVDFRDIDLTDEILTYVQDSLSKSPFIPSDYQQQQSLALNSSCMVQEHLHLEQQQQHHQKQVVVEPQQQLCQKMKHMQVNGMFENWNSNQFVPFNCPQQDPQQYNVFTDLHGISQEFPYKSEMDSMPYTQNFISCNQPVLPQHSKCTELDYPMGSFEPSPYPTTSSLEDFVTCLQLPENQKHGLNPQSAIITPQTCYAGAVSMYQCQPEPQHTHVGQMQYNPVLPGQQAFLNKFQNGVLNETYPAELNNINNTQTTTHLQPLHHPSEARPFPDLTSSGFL
CIT2 TOR yeast: modulators of CIT2-GFP expression in yeast, primary screen, S. cerevisiae, GFP fusion, multiplex flow cytometry, MLPCN library. S. cerevisiae CIT2-GFP strain, 3 h; 100 means same as DMSO wells. GFP response vs DMSO, % at 10 µM. hit rate 0.065% among 320,000. AID 2029, 2009;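 active = GFP response relative to DMSO above a set limit, near the screen mean plus 3 SD, cut at about 150% in these data; inconclusive = Fewer than 70 cells measured for a yeast strain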;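 also: ratio of well median GFP fluorescence to mean of DMSO wells on the plate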
AGP1 TOR yeast: modulators of AGP1-GFP expression in yeast TOR pathway, primary screen, cell-based, multiplex flow cytometry, S. cerevisiae, MLPCN library. 3 h; GFP as percent of DMSO wells. GFP response vs DMSO, % at 10 µM. hit rate 0.02% among 320,000. AID 2066, 2009;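 active = GFP response relative to DMSO above a set limit, near screen average plus 3 SD, cut at about 150% in these data; inconclusive = fewer than 70 cells counted for the yeast strain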;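 also: median GFP channel fluorescence of the gated AGP1 strain per well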
Active calls of the source: *; [ ] = another dose, or the depositor's remark.

Start of the data: the first 2 entries, to show the layout:
How did N#CC(=NCc1cccnc1)C1=C(O)c2ccccc2C1=O do in these assays?
LAP4-GFP MLPCN: 118; CR mimetic SO: 99; MEP2 TOR yeast: 84; RPL19A-GFP yeast: 94; Efflux pump inh: -0.2; AHR activator: 6; CIT2 TOR yeast: 109; AGP1 TOR yeast: 120

What do the screens show for `CCC(C)Sc1ccc(-c2nc3cc(C)ccn3c2NC2CCCCC2)cc1` (configuration not stated)?
LAP4-GFP MLPCN: 127; CR mimetic SO: 98; MEP2 TOR yeast: 87; RPL19A-GFP yeast: 89; Efflux pump inh: 0.2; AHR activator: -5; CIT2 TOR yeast: 79; AGP1 TOR yeast: 79

All compounds of this part, from the first entry:
How did N#CC(=NCc1cccnc1)C1=C(O)c2ccccc2C1=O do in these assays?
LAP4-GFP MLPCN: 118; CR mimetic SO: 99; MEP2 TOR yeast: 84; RPL19A-GFP yeast: 94; Efflux pump inh: -0.2; AHR activator: 6; CIT2 TOR yeast: 109; AGP1 TOR yeast: 120

What do the screens show for `CCC(C)Sc1ccc(-c2nc3cc(C)ccn3c2NC2CCCCC2)cc1` (configuration not stated)?
LAP4-GFP MLPCN: 127; CR mimetic SO: 98; MEP2 TOR yeast: 87; RPL19A-GFP yeast: 89; Efflux pump inh: 0.2; AHR activator: -5; CIT2 TOR yeast: 79; AGP1 TOR yeast: 79

How did NS(=O)(=O)c1ccc(N/N=C/c2ccc3c(c2)OCO3)c([N+](=O)[O-])c1 do in these assays?
LAP4-GFP MLPCN: 95; CR mimetic SO: 115; MEP2 TOR yeast: 96; RPL19A-GFP yeast: 100; Efflux pump inh: 0.1; AHR activator: 114*; CIT2 TOR yeast: 95; AGP1 TOR yeast: 100

What do the screens show for `CCOC(=O)c1ccc2c(c1)NCc1cccc(OC)c1O2`?
LAP4-GFP MLPCN: 105; CR mimetic SO: 132; MEP2 TOR yeast: 91; RPL19A-GFP yeast: 94; Efflux pump inh: -0.2; AHR activator: 9; CIT2 TOR yeast: 87; AGP1 TOR yeast: 86

How did O=C(Cn1ccc2cc(S(=O)(=O)N3CCCCC3)ccc21)NCc1ccccc1F do in these assays?
LAP4-GFP MLPCN: 92; CR mimetic SO: 124; MEP2 TOR yeast: 116; RPL19A-GFP yeast: 98; Efflux pump inh: 0.0; AHR activator: 2; CIT2 TOR yeast: 98; AGP1 TOR yeast: 15

Results for O=C(NCC(=O)N1CCN(Cc2ccc3c(c2)OCO3)CC1)c1ccccc1F ?
LAP4-GFP MLPCN: 102; CR mimetic SO: 110; MEP2 TOR yeast: 107; RPL19A-GFP yeast: 103; Efflux pump inh: -0.1; AHR activator: 0; CIT2 TOR yeast: 114; AGP1 TOR yeast: 108

What do the screens show for `COc1ccc2cc(C(=O)C3CCCN(C(=O)C4=NN(C)C(=O)CC4)C3)ccc2c1` (configuration not stated)?
LAP4-GFP MLPCN: 105; CR mimetic SO: 105; MEP2 TOR yeast: 98; RPL19A-GFP yeast: 99; Efflux pump inh: 0.1; AHR activator: 3; CIT2 TOR yeast: 101; AGP1 TOR yeast: 111

Results for Cc1cc(C)c(C)c(OCCCCN2CCCCC2)c1 ?
LAP4-GFP MLPCN: 100; CR mimetic SO: 96; MEP2 TOR yeast: 109; RPL19A-GFP yeast: 103; Efflux pump inh: 0.1; AHR activator: 5; CIT2 TOR yeast: 97; AGP1 TOR yeast: 99

Results for COC(=O)C(CO)Nc1ncnc2onc(-c3ccc(F)cc3)c12 (configuration not stated) ?
LAP4-GFP MLPCN: 105; CR mimetic SO: 112; MEP2 TOR yeast: 104; RPL19A-GFP yeast: 96; Efflux pump inh: -0.1; AHR activator: 2; CIT2 TOR yeast: 93; AGP1 TOR yeast: 96

Results for Cc1ccc(C)c(N2CCN(C(=O)C34CC5CC(C3)CC(n3nnc(C)n3)(C5)C4)CC2)c1 ?
LAP4-GFP MLPCN: 107; CR mimetic SO: 103; MEP2 TOR yeast: 95; RPL19A-GFP yeast: 98; Efflux pump inh: 0.1; AHR activator: 0; CIT2 TOR yeast: 95; AGP1 TOR yeast: 105

How did CCOc1ccc2c(C)c(C(=O)O)oc2c1OCC do in these assays?
LAP4-GFP MLPCN: 101; CR mimetic SO: 91; MEP2 TOR yeast: 100; RPL19A-GFP yeast: 102; Efflux pump inh: 0.1; AHR activator: 4; CIT2 TOR yeast: 91; AGP1 TOR yeast: 103

Results for COCCNC(=O)CNS(=O)(=O)c1ccc2nc(C)sc2c1 ?
LAP4-GFP MLPCN: 112; CR mimetic SO: 101; MEP2 TOR yeast: 97; RPL19A-GFP yeast: 106; Efflux pump inh: 0.0; AHR activator: -1; CIT2 TOR yeast: 107; AGP1 TOR yeast: 104

How did O=C(COC(=O)c1ccc(S(=O)(=O)N2CCOCC2)cc1)NCc1cccs1 do in these assays?
LAP4-GFP MLPCN: 109; CR mimetic SO: 95; MEP2 TOR yeast: 103; RPL19A-GFP yeast: 102; Efflux pump inh: -0.1; AHR activator: 0; CIT2 TOR yeast: 105; AGP1 TOR yeast: 109

What do the screens show for `Cc1cc(C)c(NC(=O)CNC(=O)Cc2sc(C)nc2-c2ccc(F)cc2)c(C)c1`?
LAP4-GFP MLPCN: 103; CR mimetic SO: 89; MEP2 TOR yeast: 99; RPL19A-GFP yeast: 98; Efflux pump inh: -0.1; AHR activator: 1; CIT2 TOR yeast: 105; AGP1 TOR yeast: 104

What do the screens show for `COc1ccc(S(=O)(=O)N2CCCCC2)cc1NC(=O)c1ccccc1`?
LAP4-GFP MLPCN: 111; CR mimetic SO: 115; MEP2 TOR yeast: 107; RPL19A-GFP yeast: 102; Efflux pump inh: 0.1; AHR activator: 4; CIT2 TOR yeast: 96; AGP1 TOR yeast: 108

How did NNc1nc(-c2ccccc2)cc(-c2ccccc2O)n1 do in these assays?
LAP4-GFP MLPCN: 108; CR mimetic SO: 95; MEP2 TOR yeast: 98; RPL19A-GFP yeast: 101; Efflux pump inh: -0.3; AHR activator: 13; CIT2 TOR yeast: 98; AGP1 TOR yeast: 93

How did COCCCNC(=O)c1ccc(CNS(=O)(=O)c2ccc(NC(C)=O)cc2)cc1 do in these assays?
LAP4-GFP MLPCN: 98; CR mimetic SO: 108; MEP2 TOR yeast: 103; RPL19A-GFP yeast: 94; Efflux pump inh: 0.2; AHR activator: 1; CIT2 TOR yeast: 91; AGP1 TOR yeast: 92

How did CC(Oc1cc(-c2ccccc2)cc2ccccc12)C(=O)N1CCOCC1 (configuration not stated) do in these assays?
LAP4-GFP MLPCN: 100; CR mimetic SO: 88; MEP2 TOR yeast: 99; RPL19A-GFP yeast: 98; Efflux pump inh: 0.1; AHR activator: 17; CIT2 TOR yeast: 87; AGP1 TOR yeast: 99

How did CCCCCN(C(=O)CCC(=O)OCC(=O)Nc1cccc(CC)c1)c1c(N)n(CCCC)c(=O)[nH]c1=O do in these assays?
LAP4-GFP MLPCN: 94; CR mimetic SO: 111; MEP2 TOR yeast: 94; RPL19A-GFP yeast: 88; Efflux pump inh: 0.1; AHR activator: -2; CIT2 TOR yeast: 91; AGP1 TOR yeast: 93

What do the screens show for `COC(=O)CN1C(=O)[C@H]2[C@@H](c3ccc(C)o3)N3C(=O)CN(CC4CC4)C(=O)[C@@]3(Cc3ccccc3)[C@H]2C1=O`?
LAP4-GFP MLPCN: 128; CR mimetic SO: 100; MEP2 TOR yeast: 94; RPL19A-GFP yeast: 102; Efflux pump inh: -0.1; AHR activator: -2; CIT2 TOR yeast: 112; AGP1 TOR yeast: 94

What do the screens show for `CCC(C)n1c(SCC(=O)NC(=O)Nc2ccc3c(c2)OCCO3)nc2ccccc2c1=O` (configuration not stated)?
LAP4-GFP MLPCN: 89; CR mimetic SO: 97; MEP2 TOR yeast: 95; RPL19A-GFP yeast: 95; Efflux pump inh: 0.1; AHR activator: -1; CIT2 TOR yeast: 93; AGP1 TOR yeast: 98

How did CC1(C)C2CCC1(CS(=O)(=O)NCCc1c[nH]c3ccccc13)C(=O)C2 (configuration not stated) do in these assays?
LAP4-GFP MLPCN: 90; CR mimetic SO: 104; MEP2 TOR yeast: 93; RPL19A-GFP yeast: 96; Efflux pump inh: 0.0; AHR activator: 12; CIT2 TOR yeast: 94; AGP1 TOR yeast: 93

Results for O=C(Nc1ccccc1N1CCN(C(=O)c2ccccc2)CC1)c1cc(Br)ccc1Cl ?
LAP4-GFP MLPCN: 103; CR mimetic SO: 101; MEP2 TOR yeast: 98; RPL19A-GFP yeast: 96; Efflux pump inh: 0.0; AHR activator: 14; CIT2 TOR yeast: 95; AGP1 TOR yeast: 99

What do the screens show for `CCOc1ccc(N2CC(=O)N(c3ccc(OCC)cc3)CC2=O)cc1`?
LAP4-GFP MLPCN: 78; CR mimetic SO: 100; MEP2 TOR yeast: 100; RPL19A-GFP yeast: 99; Efflux pump inh: 0.0; AHR activator: 3; CIT2 TOR yeast: 107; AGP1 TOR yeast: 94

Results for O=C(Nc1ccc(Br)cc1)C1CCCN(S(=O)(=O)c2cccnc2)C1 (configuration not stated) ?
LAP4-GFP MLPCN: 107; CR mimetic SO: 95; MEP2 TOR yeast: 91; RPL19A-GFP yeast: 87; Efflux pump inh: 0.0; AHR activator: 9; CIT2 TOR yeast: 91; AGP1 TOR yeast: 96

Results for CCOC(=O)N1CCN(Cc2cn3ccccc3n2)CC1 ?
LAP4-GFP MLPCN: 90; CR mimetic SO: 108; MEP2 TOR yeast: 109; RPL19A-GFP yeast: 98; Efflux pump inh: 0.1; AHR activator: -5; CIT2 TOR yeast: 101; AGP1 TOR yeast: 98

What do the screens show for `O=C(Cc1ccccc1)N1CCC(c2ccccc2)C1` (configuration not stated)?
LAP4-GFP MLPCN: 114; CR mimetic SO: 102; MEP2 TOR yeast: 98; RPL19A-GFP yeast: 100; Efflux pump inh: 0.0; AHR activator: -2; CIT2 TOR yeast: 99; AGP1 TOR yeast: 104

Results for Cn1cc(CN2CCC(Oc3ccc(C(=O)N4CCCC4)cc3)CC2)cn1 ?
LAP4-GFP MLPCN: 105; CR mimetic SO: 87; MEP2 TOR yeast: 120; RPL19A-GFP yeast: 115; Efflux pump inh: 0.0; AHR activator: 0; CIT2 TOR yeast: 117; AGP1 TOR yeast: 114

What do the screens show for `CCN(CC(=O)NCc1cccs1)C(=O)c1ccc(S(=O)(=O)Nc2ccccc2F)cc1`?
LAP4-GFP MLPCN: 95; CR mimetic SO: 93; MEP2 TOR yeast: 91; RPL19A-GFP yeast: 100; Efflux pump inh: 0.1; AHR activator: -1; CIT2 TOR yeast: 108; AGP1 TOR yeast: 106

Results for CCOC(=O)C1=C(c2ccccc2)NC(=O)NC1c1cc(Cl)c(O)c(OC)c1 (configuration not stated) ?
LAP4-GFP MLPCN: 108[may fluoresce red]; CR mimetic SO: 89; MEP2 TOR yeast: 92[may fluoresce red]; RPL19A-GFP yeast: inconclusive; Efflux pump inh: 0.0; AHR activator: 0; CIT2 TOR yeast: 97[may fluoresce red]; AGP1 TOR yeast: 107[may fluoresce red]
